CBFb-RUNX1 inh: CBF-beta/RUNX1 interaction disruption; Q01196+Q13951; AlphaScreen CBFb-His/RUNX1-biotin binding, biochemical; Potency, µM (doses to about 59.8 µM), inactives show at the top dose activity, negative = inhibition, most hits filed as inhibitors; 230,000 tested, under 10 active; note: % of control where 0% means no effect
Target sequence (Q01196 whole entry, looked up): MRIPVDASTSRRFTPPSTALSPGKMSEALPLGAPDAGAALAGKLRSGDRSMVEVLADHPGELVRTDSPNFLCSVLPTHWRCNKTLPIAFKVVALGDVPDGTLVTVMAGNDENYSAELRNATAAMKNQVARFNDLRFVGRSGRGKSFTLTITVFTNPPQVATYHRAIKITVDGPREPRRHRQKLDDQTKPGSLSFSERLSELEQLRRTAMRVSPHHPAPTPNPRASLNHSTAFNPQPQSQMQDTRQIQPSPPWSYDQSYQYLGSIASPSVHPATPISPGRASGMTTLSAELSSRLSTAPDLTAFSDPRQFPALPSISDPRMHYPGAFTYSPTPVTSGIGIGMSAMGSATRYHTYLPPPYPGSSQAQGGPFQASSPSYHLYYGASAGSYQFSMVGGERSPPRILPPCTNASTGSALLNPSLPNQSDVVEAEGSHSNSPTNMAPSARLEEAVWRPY
Target sequence (Q13951 whole entry, looked up): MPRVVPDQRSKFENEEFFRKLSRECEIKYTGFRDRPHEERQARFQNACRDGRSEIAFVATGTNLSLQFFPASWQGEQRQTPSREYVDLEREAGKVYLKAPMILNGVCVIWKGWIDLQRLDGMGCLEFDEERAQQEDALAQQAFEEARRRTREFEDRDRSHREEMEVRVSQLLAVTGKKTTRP
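AlphaScreen binding: CBFb-His and RUNX1-biotin (30 nM each) preincubated 20 min, compound added for 15 min, then nickel and streptavidin beads for 90 min, all at room temperature. Disruption of the interaction by any mechanism counts as activity.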
aGlu spleen mod: lysosomal alpha-glucosidase (human) modulation | human spleen homogenate, 4-MU-alpha-glucoside fluorescence | P10253 | Potency, µM (series often up to 79.9 µM), without a hit: at the highest dose activity change, negative = inhibition, actives largely listed as inhibitors | hit rate 0.006% among 240,000;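 note: potency is the fitted concentration of half-maximal effect; 0% = enzyme with vehicle and -100% = no enzyme basal signal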
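AC50 values come from Hill-equation fits of concentration-response data, normalized to no-enzyme and full-activity controls. Enzyme source: 1 ug human spleen homogenate; 1 mM fluorogenic 4-MU glucoside, pH 5.0 citrate buffer, 37 C, 40 min.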
GAA glycogen: inhibitors or activators of human alpha-glucosidase glycogen cleavage | P10253 | recombinant GAA, glycogen substrate, Amplex Red glucose oxidase fluorescence | Potency, µM (highest dose often 76.4 µM), without a hit: at the highest dose activity change, negative = inhibition, actives largely listed as inhibitors | hit rate 0.38% among 300,000;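 note: potency is the fitted concentration of half-maximal effect; 0% = full enzyme reaction and -100% = no-enzyme basal signal; the screen sought inhibitors and activators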
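Recombinant enzyme (4 nM final) with compounds titrated up to 77 uM and bovine liver glycogen (30 ug) in citrate pH 5.0, 0.01% Tween-20, 37 C 40 min. Released glucose detected by Amplex Red/glucose oxidase (Ex 573/Em 610); AC50 from Hill fits.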
LMNA splice mod: changes lamin A minigene splicing in HeLa cells; AID 1487; HeLa LMNA splicing GFP/RFP minigene ratio, 48 h; hit rate 0.01% among 200,000; Potency, µM (titrated, usually from 46.1 µM), for inactives: top-dose ratio change, negative = inhibition, usual class: inhibitors; active = well fitted inhibition curve with a large enough effect in the signal ratio, with a control signal flat, not every such curve was filed as active; inconclusive = small, poorly fitted or top-dose-only effect, or effect the other way, or a change in a side signal; the % refers to the signal ratio; note: potency is the fitted concentration of half-maximal effect; % is set by controls: 0 for no effect and ±100 for the full control effect
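S3 HeLa cells stably expressing lamin A-EGFP splicing minigene plus DsRed2, 600 cells/well, 48 h compound exposure at 37C. Laser-scanning cytometry; analysed as GFP (500-530 nm)/RFP (575-640 nm) total intensity ratio; 0.5% DMSO vehicle.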
GAA inh: blocks human lysosomal alpha-glucosidase | Potency, µM (doses to about 76.9 µM), for inactives: at the highest dose activity change, negative = inhibition, usual class: inhibitors | P10253 | hit rate 0.005% among 200,000 | purified human GAA, 4-MU-alpha-glucoside fluorescence;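 note: potency is the fitted concentration of half-maximal effect; plate controls were uninhibited enzyme wells for no effect and no-enzyme background for full effect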
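Read-out is 4-methylumbelliferone fluorescence (Ex 365/Em 440 nm) after NaOH/glycine stop at pH 10. Enzyme 4 nM, substrate 400 uM, pH 5.0 citrate buffer, 20 min room temperature; AC50 from Hill-equation concentration-response.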
HTT cytoprotect: cytoprotection in Huntington HTT-Q103 PC12 cell model | PC12 HTT-Q103 induced, cytoprotection, ATP luminescence, 40 h | Potency, µM (top dose mostly 56.4 µM), for inactives: cytoprotection (ATP increase), hits mostly activators | hit rate 0.14% among 230,000 | AID 1471;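 note: potency is the fitted concentration of half-maximal effect; % of control where 0% means no effect; nearly all actives have a fitted effect of over 45% in size; toxic huntingtin expression switched on by the ecdysone agonist tebufenozide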
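Compounds added alongside 100 nM tebufenozide, which induces toxic Q103 huntingtin exon 1-GFP in stable PC12 cells; surviving cells quantified by luminescent ATP measurement. Medium: phenol red-free DMEM, 5% equine and 5% calf serum.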
HTT aggregate: reduces HttQ103-GFP aggregates in PC12 cells | PC12 HttQ103-GFP aggregates, Acumen cytometry, 40 h | hit rate 1.1% among 220,000 | Potency, µM (highest dose often 46.1 µM), inactives show at the top dose activity change, negative = inhibition, most hits filed as inhibitors; note: potency is the fitted concentration of half-maximal effect; % is set by controls: 0 for no effect and ±100 for the full control effect; nearly all actives have a fitted effect of over 60% in size
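Multiplexed with ATP-based cell death, this channel scores GFP aggregates in PC12 cells expressing inducible HTTex1-Q103-GFP. Induction used 100 nM tebufenozide; compounds were tested in concentration series.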
Starred values were filed as active, the others as inactive; ? = inconclusive; · = no result given; [ ] = another dose, or the depositor's remark. Unless noted, calls come from the whole dose curve; as a rule, active = well fitted curve in the direction sought with a large enough effect; inconclusive = small, poorly fitted or top-dose-only effect, or another doubt; inactive = no such curve, though single readings can be large; an effect the other way counts as inactive or inconclusive.

SMILES	CBFb-RUNX1 inh	aGlu spleen mod	GAA glycogen	LMNA splice mod	GAA inh	HTT cytoprotect	HTT aggregate
Cc1ccc(-c2cc(C(=O)Nc3c(C)n(C)n(-c4ccccc4)c3=O)[nH]n2)c(O)c1	3%	1%	5%	4%	0%	6%	17%
Cc1cccc(C)c1NC(=O)CNC(=O)c1c(C)nn(C)c1Cl	-17%	-4%	6%	·	-4%	-13%	7%
CCN(Cc1ccccc1)C(=O)Cn1cc2c(n1)CCCC2	12%	-7%	1%	-8%	1%	6%	5%
O=C(Nc1cccnc1)c1cccnc1	1%	-4%	8%	?	-20%	23%[10 µM]	-1%
Cc1noc(C)c1S(=O)(=O)N1CCCCC1	5%	-1%	3%	6%	-1%	-15%	20%[9.22 µM]
O=C(CN1CCN(c2ccccn2)CC1)NC1CCCCC1	10%	3%	-2%	7%	-8%	-4%	-4%
COCCn1c(SCc2cccnc2)nnc1-c1c[nH]c2ccccc12	-2%	1%	6%	-4%	-2%	?	?
Cc1nc2cc(NC(=O)N3CCC(c4ccccc4)C3)ccc2n1C (centres undefined)	-1%	-13%	2%	0%	0%	-4%	3%
COc1ccc(C(=O)C2CCCN(Cc3cccn3-c3ccccn3)C2)c(OC)c1 (centres undefined)	8%	-2%	0%	·	12%	9%[10 µM]	5%[9.22 µM]
CCOC(=O)c1ccccc1NC(=O)Cc1sc(-c2cccnc2)nc1-c1ccc(C)cc1	-8%	1%	4%	?	0%	20%[10 µM]	7%

Profiles, looked up by structure. Order of screens: CBFb-RUNX1 inh	aGlu spleen mod	GAA glycogen	LMNA splice mod	GAA inh	HTT cytoprotect	HTT aggregate
Record of Cc1noc(C)c1S(=O)(=O)N1CCCCC1 = 5%	-1%	3%	6%	-1%	-15%	20%[9.22 µM]
Record of CCOC(=O)c1ccccc1NC(=O)Cc1sc(-c2cccnc2)nc1-c1ccc(C)cc1 = -8%	1%	4%	?	0%	20%[10 µM]	7%

(cont.)
SMILES	CBFb-RUNX1 inh	aGlu spleen mod	GAA glycogen	LMNA splice mod	GAA inh	HTT cytoprotect	HTT aggregate
CC(C)(C)c1ccc(OCCCNCc2ccccc2)cc1	-1%	-17%	6%	8%	?	-25%[10 µM]	10%
CCC(=O)c1c(OCc2ccccc2)ccc2c(C)cc(=O)oc12	9%	-4%	2%	·	-5%	-15%	-3%
Cc1nc(SCC(=O)NC(C)(C#N)C2CC2)c2c(-c3cccs3)csc2n1 (centres undefined)	-6%	5%	-1%	?	-11%	2%[1.9 µM]	9%
O=C(NCCCl)NNC(=O)c1cc2ccccc2cc1O	2%	3%	?	·	·	25%[10 µM]	15%[9.22 µM]
CCNc1ncc2nc(-c3ccc(OC)cc3)c(=O)n(CCOC)c2n1	·	-11%	·	-4%	·	-5%	·
C=CCc1ccc(OCCCCN2CC(C)CC(C)C2)c(OC)c1 (centres undefined)	-6%	2%	-14%	0%[46 µM]	7%	-55%[inhibitor]	4%[9.22 µM]
CS(=O)(=O)Nc1ccc(C(=O)NCC2CCCO2)cc1 (centres undefined)	1%	0%	1%	-2%	-1%	10%	3%
O=S(=O)(Nc1cccc2[nH]ncc12)c1cccs1	5%	4%	-11%	·	-3%	-29%	-24%
O=C(NCc1ccc2c(c1)OCO2)c1cc(-c2ccccc2)on1	5%	-10%	6%	-10%	-3%	-1%	-14%
COc1cc(OC)cc(C(=O)N2CCN(C(=O)Cc3ccccc3)CC2)c1	3%	9%	-7%	3%[46 µM]	-5%	-1%[10 µM]	-9%[9.22 µM]
O=C(NCc1ccccc1)C(=O)Nc1nc(C23CC4CC(CC(C4)C2)C3)cs1	-8%	-10%	-11%	-8%	-15%	1%[10 µM]	-30%
O=c1[nH]c(SCc2n[nH]c(=S)n2-c2ccccc2)nc2ccccc12	-1%	3%	-8%	-1%	-5%	-12%	0%
CC1(C)CC(=O)C/C(=N/NC(=O)CCCOc2ccc(Cl)cc2Cl)C1	-3%	5%	-20%	-3%	-7%	1%	3%
N[C@@]12CCc3nonc3[C@]1(O)CC(c1ccccc1)=[N+]2[O-]	18%	2%	-4%	8%	1%	21%	-8%
O=C(CCn1c(=S)oc2ccccc21)NCCC1=CCCCC1	21%	0%	1%	·	·	3%[10 µM]	-6%[9.22 µM]
COc1ccc(C2CC(c3cccc(OC)c3OC)n3nnnc3N2)cc1 (centres undefined)	-10%	-12%	10%	0%	0%	17%	17%
O=C(c1ccco1)n1nc(-c2cccnc2)nc1NCc1ccco1	2%	-10%	6%	?	-1%	-26%	-12%
CC(C)C1CC(CCNCc2ccc3c(c2)OCO3)(c2ccccc2)CCO1 (centres undefined)	8%	-6%	2%	·	·	-25%[10 µM]	-19%[9.22 µM]
CCC(=O)N/N=c1/sc2ccccc2n1C	1%	-3%	1%	·	-3%	3%	-18%
CSc1ccccc1C(=O)NCc1ccc2c(c1)OCO2	4%	-1%	-3%	31%	-1%	-3%[1.9 µM]	7%
COc1cc(/C=C2\C(=O)N(c3ccc(NC(C)=O)cc3)N=C2c2ccccc2)ccc1O	-11%	2%	?	·	-2%	·	-2%
CCOc1cc(Br)ccc1S(=O)(=O)N1CCC(C(N)=O)CC1	13%	2%	6%	?	5%	·	1%
CCc1cc2c(nc1CC)CCN(CC/C(C)=N/OCC[C@@H]1C=C[C@H](OC(C)=O)[C@H](COC(C)=O)O1)C2	11%[13.1 µM]	-4%[17.4 µM]	·	·	·	1%[10 µM]	·
c1ccc(CN2c3ccccc3-c3nc4ccccc4n3C2c2ccccn2)cc1 (centres undefined)	?	?	-13%	15%	?	-58%[inhibitor]	-29%
CCCC(=O)n1nc(-c2cccnc2)nc1NCc1cccs1	-6%	-3%	4%	·	?	5%	-13%
O=C(CCl)NC(=O)NC12CC3CC(CC(C3)C1)C2	-9%	0%	9%	?	-3%	-17%[10 µM]	10%
Clc1cc(NCc2cccs2)ccc1N1CCOCC1	1%	-3%	-27%	-4%	-9%	-17%[10 µM]	19%
CCc1cc2c(=O)nc3n(c2s1)Cc1ccccc1/C3=C(/O)c1ccccc1Cl	-6%	-5%	-1%	1%	-5%	-5%	?
Cc1cccn2c(=O)c3cc(C(N)=S)c(=N)n(CCCOC(C)C)c3nc12	?	?	7%	-16%	?	-27%	8%
O=C(Cn1c(=O)oc2ccccc21)N1CCN(c2ccc(N3CCOCC3)nn2)CC1	2%	0%	13%	6%	13%	12%	20%

Just GAA glycogen, LMNA splice mod and GAA inh, for some of the entries so far:
molecule | GAA glycogen | LMNA splice mod | GAA inh
O=C(CCl)NC(=O)NC12CC3CC(CC(C3)C1)C2 | 9% | ? | -3%
CCc1cc2c(=O)nc3n(c2s1)Cc1ccccc1/C3=C(/O)c1ccccc1Cl | -1% | 1% | -5%
O=C(Cn1c(=O)oc2ccccc21)N1CCN(c2ccc(N3CCOCC3)nn2)CC1 | 13% | 6% | 13%
c1ccc(CN2c3ccccc3-c3nc4ccccc4n3C2c2ccccn2)cc1 (centres undefined) | -13% | 15% | ?
Cc1cccn2c(=O)c3cc(C(N)=S)c(=N)n(CCCOC(C)C)c3nc12 | 7% | -16% | ?

(listing goes on)
SMILES	CBFb-RUNX1 inh	aGlu spleen mod	GAA glycogen	LMNA splice mod	GAA inh	HTT cytoprotect	HTT aggregate
COC(=O)c1ccc(NC(=O)c2ccc(F)cc2)o1	2%	1%	-8%	?	-7%	3%	-13%
N=c1n(CCCOc2ccc(F)cc2)c2ccccc2n1CC(N)=O	2%	2%	-3%	·	·	-17%[10 µM]	-12%[9.22 µM]
O=C(O)c1cccc(Oc2cccc(Cl)n2)c1	-1%	7%	-6%	·	-10%	-12%	-11%
O=C(Nc1ccc(N2CCOCC2)c(Cl)c1)c1c(F)c(F)c(F)c(F)c1F	?	2%	3%	?	-4%	-10%	29%
COc1ccc(NS(=O)(=O)c2ccc(NC(=O)C3CCCO3)cc2)cc1 (centres undefined)	8%	-15%	1%	?	-3%	1%[10 µM]	?
CC(C)Sc1nc2ccsc2c(=O)[nH]1	5%	·	1%	6%[9.22 µM]	-2%	-58%	7%
CC(=O)NCCSC(=O)c1ccc(F)cc1	2%	0%	-1%	-7%	7%	8%	-2%
CCOCCCNC(=O)c1c[nH]c2cc(C)ccc2c1=O	-10%	-6%	2%	11%	-13%	60%	0%
Fc1ccccc1-n1cn[nH]c1=S	-5%	-2%	18%	·	1%	·	27%
COc1cc(/C=C/C2=NC(=O)C(C)(C)O2)ccc1O	6%	-2%	?	13%	-13%	27%	-2%
CCOC(=O)c1c(-c2cccs2)csc1NC(=O)COC(=O)c1c(C)noc1C	14%	-6%	-2%	1%	-8%	11%	-13%
CCOc1ccc(NS(=O)(=O)c2ccc3[nH]cc(C(=O)NC(C)CC)c(=O)c3c2)cc1 (centres undefined)	-7%	2%	0%	2%	0%	11%	19%
CCOc1ccccc1NC(=O)c1ccc(-n2cncn2)nc1	2%	5%	-6%	-3%[46 µM]	1%	-7%	10%[9.22 µM]
CCn1c(CSc2nnc3ccccn23)nc2cc(C(=O)O)ccc21	1%	4%	-9%	-1%	-4%	-5%[10 µM]	19%
CCN(CC)CCCNc1nc2ccccc2[nH]1	4%	4%	11%	-7%	-8%	15%[10 µM]	-5%
Cc1ccc(NC(=O)c2ccccc2-c2ccc(C(F)(F)F)cc2)cc1S(=O)(=O)N1CCOCC1	0%	-7%	6%	-3%	-3%	-32%[10 µM]	23%
Nc1c(C(=O)NC23CC4CC(CC(C4)C2)C3)sc2nc3c(c(C(F)(F)F)c12)CCC3	-1%	-1%	12%	-1%	7%	-2%	7%
O=C(COc1ccc(Cl)cc1)Nc1ccc(N2CCN(C(=O)c3ccco3)CC2)cc1	-17%	-5%	-3%	-7%	0%	-12%	?
O=S(=O)(NCCOCCNS(=O)(=O)c1ccccc1)c1ccccc1	7%	-8%	-4%	-7%	5%	-8%	10%
c1cncc(-c2nnc3n2N=C(c2cccs2)CS3)c1	7%	-7%	8%	13%	4%	-8%	?
O=Cc1c(N2CCN(c3cccc(Cl)c3)CC2)nc2ccccn2c1=O	9%	-7%	3%	-12%	-21%	-4%[10 µM]	-10%
COC(=O)CN(C)C(=O)CC1C(=O)NCCN1CC(C)(C)C (centres undefined)	5%	-5%	5%	14%[46 µM]	?	1.1µM*	?
CCN(Cc1ccccc1)c1ccc(/C=N/NS(=O)(=O)c2cccc([N+](=O)[O-])c2)cc1	?	-9%	-4%	?	0%	·	26%

Screening results deposited in PubChem BioAssay by National Center for Advancing Translational Sciences (NCATS).
